From PubChem
KLK7 zymogen act: proKLK7 (human) activation, primary screen. P49862. purified proKLK7, EDANS-DABCYL substrate fluorescence; 100% is mature enzyme control, 0% vehicle. activation, % at 7 µM. 370,000 tested, 0.9% active. AID 652039;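 active = activation above the mean of all tested compounds plus 3 SD, computed per campaign excluding outliers beyond control limits, cut at about 13% in these data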
Target sequence (P49862 whole entry, looked up): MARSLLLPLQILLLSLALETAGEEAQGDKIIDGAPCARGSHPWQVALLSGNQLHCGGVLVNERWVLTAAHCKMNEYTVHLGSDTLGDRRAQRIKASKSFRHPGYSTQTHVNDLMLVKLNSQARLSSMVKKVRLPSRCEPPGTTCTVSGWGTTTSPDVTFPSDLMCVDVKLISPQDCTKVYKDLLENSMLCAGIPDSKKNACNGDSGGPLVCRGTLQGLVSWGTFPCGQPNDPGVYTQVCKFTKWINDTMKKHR
PRMT1 FP inh: PRMT1 (human) inhibition, primary screen. Q99873. recombinant PRMT1, activity-based probe fluorescence polarization. inhibition, % at 2.79 µM. 370,000 tested, 1.3% active;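 active = inhibition above about 21% made by adding two undisclosed values, limit read from the data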
Target sequence (Q99873 whole entry, looked up): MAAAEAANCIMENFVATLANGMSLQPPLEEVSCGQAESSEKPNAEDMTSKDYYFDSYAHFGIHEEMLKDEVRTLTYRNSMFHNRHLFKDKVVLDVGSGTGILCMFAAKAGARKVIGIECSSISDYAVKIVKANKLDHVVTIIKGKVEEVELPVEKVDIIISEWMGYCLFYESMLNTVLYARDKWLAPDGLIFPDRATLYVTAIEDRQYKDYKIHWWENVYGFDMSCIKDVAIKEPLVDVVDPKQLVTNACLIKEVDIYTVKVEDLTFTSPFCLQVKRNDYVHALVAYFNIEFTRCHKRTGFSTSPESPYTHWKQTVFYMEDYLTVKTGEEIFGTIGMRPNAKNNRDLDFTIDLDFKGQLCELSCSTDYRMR
LEDGF integ inh: blocks HIV-1 LEDGF/p75-dependent DNA integration | AID 743269 | inhibition, % at 3.7 µM | 370,000 tested, 0.64% active | TR-FRET IN-LEDGF/p75 DNA integration, Eu/Cy5;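 active = inhibition above the screen-wide mean plus 3 SD, cut at about 13% in these data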;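 note: signal is the Cy5 over europium emission ratio at 671 and 618 nm; 0% = plate median of compound wells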
SIAE inh: human SIAE inhibition, primary screen; Q9HAT2; SIAE FP-Rh probe binding, fluorescence polarization; inhibition, % at 9.66 µM; 370,000 tested, 0.69% active; AID 1053197;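 active = inhibition above a cutoff: mean of compounds within the control limits plus 3 SD of those, cut at about 17% in these data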;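 note: 0% = plate median of compound wells and 100% = probe without SIAE protein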
Tn7 DDE FP: disrupts Tn7 cyclic peptide binding to fibrin D-Dimer-E complex | P02675 | FP displacement of FITC-Tn7 peptide from fibrin DD(E); 0% = median of compound wells per plate | inhibition, % at 8.3 µM | 370,000 tested, 0.13% active | AID 720508;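 active = inhibition above the mean of compounds falling within the control limits plus 3 SD of them, cut at about 14% in these data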;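 note: 0% = plate median of compound wells and 100% = 10 µM Aha-Tn7 peptide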
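Assay system: human fibrin DD(E) protein / Input: 2 µM fibrin DD(E) / Benchmarks: high control of 10 µM Aha-Tn7 peptide / Measured by: fluorescence polarization of the labelled Tn7 tracer / Medium: Tris buffer with calcium and detergent, pH 7.8 / Timing: 10 min compound pre-incubation, 3 h probe incubation at room temperature / Repeats: one replicate per compound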
UHRF1 MBD2 ctr: human UHRF1 methylated DNA binding inhibitors | Q96T88 | UHRF1 binding to methylated oligo, TR-FRET | inhibition, % at 4.4 µM | 370,000 tested, 0.75% active | AID 687016; in the data active = inhibition above about 21%;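 note: UHRF1 SRA domain binding a hemimethylated CpG hairpin DNA probe; 0% = median of test compound wells and 100% = reference inhibitor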
MBD2 DNA inh: blocks human MBD2 binding to methylated DNA | Q9UBB5 | TR-FRET, MBD2 binding to methylated oligonucleotide | inhibition, % at 4.4 µM | 370,000 tested, 0.31% active; in the data active = inhibition above about 13%
Target sequence (Q9UBB5 whole entry, looked up): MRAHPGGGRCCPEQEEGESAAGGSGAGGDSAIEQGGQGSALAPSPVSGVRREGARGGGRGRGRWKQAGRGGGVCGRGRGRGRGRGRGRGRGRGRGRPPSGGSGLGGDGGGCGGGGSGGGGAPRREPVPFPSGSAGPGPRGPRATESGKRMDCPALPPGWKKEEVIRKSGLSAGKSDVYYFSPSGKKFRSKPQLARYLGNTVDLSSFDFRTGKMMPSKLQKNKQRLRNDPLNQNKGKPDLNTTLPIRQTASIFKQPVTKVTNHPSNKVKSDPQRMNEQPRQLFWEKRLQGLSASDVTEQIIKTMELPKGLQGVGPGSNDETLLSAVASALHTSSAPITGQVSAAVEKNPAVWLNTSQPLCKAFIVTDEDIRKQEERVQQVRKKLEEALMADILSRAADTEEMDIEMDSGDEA
TDP2 absorb: TDP2 (human) inhibition, absorbance primary screen. 370,000 tested, 0.34% active. inhibition, % at 12.8 µM. O95551. recombinant TDP2, T5PNP hydrolysis, p-nitrophenol absorbance 415 nm. AID 720702;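 active = inhibition above the mean of all tested compounds plus 3 SD, set per campaign, cut at about 25% in these data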;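 note: 0% = DMSO with enzyme and 100% = buffer with substrate but no TDP2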
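Incubation: 2 h at 37 °C; Test system: recombinant human TDP2; Quantity: enzyme 120 nM; Read-out basis: percent inhibition; Medium: 50 mM Tris-HCl pH 7.5 with Mg2+, KCl, DTT, BSA; Repeats: single replicate; Compound: 12.8 µM single point, 1% DMSO; Signal: epi absorbance; Reagent: 5 mM T5PNP chromogenic substrate; Benchmarks: no-enzyme high, DMSO-plus-enzyme low.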
TCR-CD3 inh: human TCR-CD3 binding inhibition; inhibition, % at 9.4 µM; AID 651800; 360,000 tested, 0.37% active; TAMRA-labeled TCR probe fluorescence, biochemical; in the data active = inhibition above about 19%;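 note: recombinant mutant TCR 2C K166C tagged with TAMRA read by polarization; 0% = receptor in buffer alone and 100% = receptor with positive control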
DDE Tn6 FP inh: disrupts Tn6 cyclic peptide binding to fibrin D-Dimer-E complex | Fibrin DD(E) TRITC-Tn6 fluorescence polarization displacement | AID 720509 | 370,000 tested, 0.21% active | inhibition, % at 8.3 µM | P02675;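 active = inhibition above a per-campaign cutoff: mean of compounds within control limits plus 3 SD, cut at about 15% in these data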;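 note: 0% = median of all compound wells on the plate and 100% = blocking peptide control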
Active calls of the source: *.

SMILES | KLK7 zymogen act | PRMT1 FP inh | LEDGF integ inh | SIAE inh | Tn7 DDE FP | UHRF1 MBD2 ctr | MBD2 DNA inh | TDP2 absorb | TCR-CD3 inh | DDE Tn6 FP inh
Cc1csc(NC(=O)CCc2nc3ccccc3s2)n1 | 0.3 | 16 | 2 | 1 | -1 | -3 | 0 | 9 | 1 | 2
CCCSc1nnc(NC(=O)c2ccco2)s1 | -0.8 | 4 | -2 | -2 | -2 | 3 | -1 | -4 | -4 | 0
O=C(CC(SCCO)c1ccc([N+](=O)[O-])cc1)c1ccco1 (stereo unspecified) | 0.2 | 12 | 0 | 2 | 3 | 0 | -1 | 6 | -3 | 2
O=C(Nc1cccnc1)c1cc(-c2cccc(Br)c2)nc2ccccc12 | -0.9 | 0 | -3 | -28 | 7 | 1 | 4 | 2 | -4 | -4
COc1ccccc1/C=C1\SC(=S)N(CCC(=O)N2CCCCC2CCO)C1=O (stereo unspecified) | -0.1 | -2 | 1 | -4 | -2 | -3 | -1 | -14 | 10 | -1
COc1cc(OC)cc(C(=O)Oc2ccc(/C=N/Nc3nc4ccccc4s3)cc2OC)c1 | -0.8 | 3 | 0 | 19* | 0 | -1 | -1 | -2 | 0 | 3
CCOC(=O)N1CCN(Cc2nc3c(c(=O)n(C)c(=O)n3C)n2Cc2ccccc2)CC1 | 0.2 | 3 | -2 | 17 | -11 | 2 | -3 | -12 | -9 | 0
Cc1[nH]ncc1-c1nc2ccccc2[nH]1 | -0.4 | -8 | 0 | -5 | -6 | 1 | -2 | -12 | 9 | -2
COCCN(CCOC)Cc1cc(=O)oc2cc3c(cc12)CCC3 | -1.5 | -1 | -1 | 2 | 2 | -1 | -1 | -19 | 5 | 3
CCCN1CCN(C(=O)Nc2ccc(C(=O)OCC)cc2)CC1 | 0.5 | -1 | -1 | 0 | -2 | -5 | -2 | 5 | 3 | 4
Cc1[nH][nH]c(=O)c1C(c1cc(Br)ccc1O)c1c(C)[nH][nH]c1=O | 1.1 | -5 | -2 | 6 | 0 | -8 | 53* | 30* | 0 | -2
Cc1ccc(Cn2c(CCCO)nc3ccccc32)cc1 | 0.6 | 4 | 0 | -4 | 0 | 6 | 2 | -15 | -6 | -9
Cn1ncc(Cl)c(Oc2ccc(Cl)cc2)c1=O | 0.5 | -4 | 4 | -4 | -7 | 3 | 0 | -13 | -2 | -2
Cc1ccc(NC(=S)N2CCN(c3ncccn3)CC2)c(C)c1 | 0.0 | -1 | -1 | 6 | 10 | -2 | -6 | 4 | -7 | 0
COc1ccccc1CN1CCC(n2nccc2NC(=O)c2ccccc2Cl)CC1 | -0.4 | -2 | 0 | -2 | -7 | 8 | 4 | -4 | -6 | -4
COc1ccc2c(c1)c(CCNNC(=O)C(C)(C)C)c(C)n2C(=O)c1ccc(Cl)cc1 | 0.7 | 1 | -3 | -3 | -5 | 3 | -4 | -4 | 4 | 0
CC(=O)/C(N=Nc1nc2c([nH]1)c(=O)n(C)c(=O)n2C)=C(\C)O | 0.2 | -4 | 3 | 4 | 0 | -3 | 4 | 5 | 5 | 0
CCCOc1ccc(N2C(=O)CC(NCc3cccs3)C2=O)cc1 (stereo unspecified) | 0.2 | 20 | -2 | 2 | -4 | 0 | 4 | -3 | 2 | -8
Cc1cc(-c2nn(-c3ccccc3F)cc2CN2CCCC(CO)C2)c(C)s1 (stereo unspecified) | -0.3 | -4 | -3 | 3 | 3 | 6 | 2 | -3 | 3 | -10
COc1ccc(-c2nc3cccc(C)n3c2NCC2CCCO2)cc1O (stereo unspecified) | -27 | 5 | -1 | 0 | 1 | -1 | 3 | 6 | -5 | 2
O=C(c1ccccc1)c1ccc(-c2ccc(O)cc2)cc1 | 0.5 | 1 | 0 | -6 | -4 | -1 | 3 | 4 | 0 | -3
Cc1cc(NS(=O)(=O)c2ccc(NC(=O)CSc3nc4sc(C)c(C)c4c(=O)[nH]3)cc2)no1 | -0.1 | 0 | 4 | 5 | 0 | 1 | 2 | -7 | 0 | 12
CCc1cn(C2CC(O)C(CO)O2)c(=O)[nH]c1=O (stereo unspecified) | 0.0 | 1 | 1 | -3 | -10 | 4 | 2 | -5 | 5 | -7
CCC(C)Sc1ccc([C@@H]2[C@H]3C(=O)N(CC)C(=O)[C@H]3[C@]3(C(=O)OC)CCCCN23)cc1 (stereo partly specified) | 1.2 | 1 | 1 | 4 | -5 | 2 | -7 | -13 | -1 | 9
COc1ccccc1CNC(=O)C1CCCN(S(=O)(=O)c2ccc3c(c2)C(C)(C)C(=O)N3C)C1 (stereo unspecified) | -0.3 | -1 | -2 | -3 | -5 | 1 | 0 | 2 | -2 | 2
The list goes on:
SMILES | KLK7 zymogen act | PRMT1 FP inh | LEDGF integ inh | SIAE inh | Tn7 DDE FP | UHRF1 MBD2 ctr | MBD2 DNA inh | TDP2 absorb | TCR-CD3 inh | DDE Tn6 FP inh
CC(=O)N1C(=O)NC(c2ccccc2)=C([N+](=O)[O-])C1c1ccccc1 (stereo unspecified) | -0.1 | 0 | -1 | 2 | -8 | 0 | 2 | 5 | -4 | -3
COc1ccccc1NC(=O)Cn1cnc2c(cnn2-c2ccccc2)c1=O | -0.3 | -1 | -1 | -2 | 8 | -1 | 2 | 0 | -2 | 1
Cn1c(C(=O)N2CCCC(C(=O)NCc3ccccc3)C2)cc2sccc21 (stereo unspecified) | 0.2 | 5 | -1 | 7 | 5 | 3 | 0 | 5 | -1 | 3
CCn1c(C2CC(=O)N(c3ccc(C)c(C)c3)C2)nc2ccccc21 (stereo unspecified) | 0.1 | 7 | 1 | -9 | 3 | 7 | 8 | -3 | -5 | -7
Cc1cccc(N2CCN(CC(O)COc3ccccc3)CC2)c1 (stereo unspecified) | -0.2 | -5 | 1 | -6 | -8 | 1 | -2 | -5 | -4 | 2
CC(=O)Nc1ccc(NC(=O)COC(=O)c2ccc(S(=O)(=O)N(C)c3ccccc3)cc2)cc1 | -0.4 | 8 | -2 | -49 | 3 | 17 | 9 | -14 | -8 | 0
CN(C)CCCNC1CS(=O)(=O)CC1O (stereo unspecified) | -0.5 | 0 | 0 | 0 | -6 | 0 | 2 | 11 | 0 | 5
CC(=O)Nc1ccc(S(=O)(=O)NCCC(=O)N2CCC(Cc3ccccc3)CC2)cc1 | 0.5 | -2 | 3 | -2 | -2 | 1 | -2 | 10 | 5 | 8
N#Cc1nc(Nc2cccc(Cl)c2)c2ncn(C3CCCC3)c2n1 | 0.5 | 0 | -1 | -2 | -1 | 0 | 3 | -2 | -4 | -4
Cc1ccc(-n2[nH]c(C)c(/C=N/Nc3ccc([N+](=O)[O-])cc3[N+](=O)[O-])c2=O)cc1C | -0.3 | -2 | 1 | 10 | 2 | -11 | -1 | 9 | -3 | -3
Cc1csc(=O)n1CC(=O)OC(C)C(=O)Nc1ccc(F)c(F)c1F (stereo unspecified) | -0.1 | 2 | 1 | 2 | -1 | 1 | -3 | 1 | -2 | -2
COc1ccccc1CNC(=O)[C@H](C)N1C(=O)N2CCc3c([nH]c4ccccc34)[C@@]2(C)C1=O | -0.2 | -2 | 5 | 0 | -2 | 0 | 3 | -8 | -4 | 5
Cc1ccc(O)c(-c2cc(C(=O)NCc3ccc4c(c3)OCO4)[nH]n2)c1 | -0.2 | 3 | 0 | 7 | -4 | -2 | 2 | 10 | 4 | 5
COc1cc(CC(=O)OCC(=O)NCc2ccc(C)cc2)cc(OC)c1OC | -0.2 | -4 | 0 | -4 | -3 | -1 | -3 | 9 | -2 | 1
O=C(Nc1cccc(F)c1)C1CCCN(S(=O)(=O)c2ccccc2)C1 (stereo unspecified) | 0.2 | 0 | -4 | -4 | 7 | 0 | 5 | 0 | 1 | 7
CNC(=S)NNC(=O)c1c(C)nc2cc(C)ccn12 | 5.0 | 7 | 3 | -5 | 2 | 3 | 7 | -10 | 3 | -5
COc1cccc(-n2ccn(CC(=O)NCCc3ccccc3)c(=O)c2=O)c1 | -0.3 | 1 | 1 | 7 | 0 | 0 | 1 | 24 | 1 | 2
COc1ccc(C(C)=O)cc1CSc1nnc(Nc2ccc(C)cc2C)s1 | -0.1 | -4 | 1 | 3 | -3 | -3 | 3 | 1 | 12 | -4
COCCn1c(SCC(=O)Nc2ccc(F)cc2)nc2ccccc2c1=O | 0.5 | -1 | -4 | -7 | 6 | 2 | 6 | 0 | -5 | -3
Cc1[nH][nH]c(=O)c1C(c1ccc(-c2cccc(C(=O)O)c2)o1)c1c(C)[nH][nH]c1=O | 0.0 | 21 | 13 | 10 | -4 | 13 | 0 | 63* | 11 | 4
Cc1ccc(C(=O)Nc2ccc3cn[nH]c3c2)cc1S(=O)(=O)N1CCCCC1 | 1.1 | 0 | 2 | -20 | -3 | 6 | 0 | -7 | -4 | -5
Oc1cc(OCc2ccccc2)ccc1-c1[nH]ncc1-c1ccccc1 | -0.9 | 4 | -2 | -8 | -4 | 1 | 9 | -5 | -6 | -10
Cc1ccsc1CN(C)C(=O)c1cc(S(=O)(=O)N2CCOCC2)ccc1N1CCCC1 | -0.1 | 0 | -5 | 4 | 0 | 0 | -4 | -2 | -2 | 2
CC1(C)OC(=O)C(=CNNc2c(Cl)cc(Cl)cc2Cl)C(=O)O1 | 0.1 | -1 | 4 | 5 | -7 | -2 | -8 | -1 | -4 | 2
CCOC(=O)c1c(C)oc2c1c1c(c3ccccc32)OCN(Cc2ccccn2)C1 | 2.5 | 16 | 2 | 10 | 3 | -2 | 0 | -11 | -1 | -6
Cc1ccc2cccc(NC3OC(=O)c4ccccc43)c2n1 (stereo unspecified) | 0.2 | 1 | 0 | 19* | 5 | -6 | 1 | 5 | 10 | -8
Cc1cc(=O)n(-c2ccc3ccccc3n2)[nH]1 | 0.3 | -2 | 5 | 13 | -12 | -7 | -9 | 5 | -3 | -5
COc1cccc(OC)c1C(=O)NC(=O)Nc1c(F)c(F)c(F)c(F)c1F | 0.3 | 7 | -9 | 1 | 2 | 4 | -1 | -7 | -3 | 4
COc1ccc(C)cc1NC(=O)CCN1CCN(c2ccccc2)CC1 | -0.2 | -3 | 1 | 3 | -2 | 2 | 3 | -4 | 0 | 3
CC(=O)Oc1cc2c(C(C)=O)coc2c2ccccc12 | -0.2 | -1 | 0 | -2 | -7 | -1 | -2 | -6 | 7 | -3

One compound at a time (already shown). Order of screens: KLK7 zymogen act	PRMT1 FP inh	LEDGF integ inh	SIAE inh	Tn7 DDE FP	UHRF1 MBD2 ctr	MBD2 DNA inh	TDP2 absorb	TCR-CD3 inh	DDE Tn6 FP inh
`Cc1[nH][nH]c(=O)c1C(c1cc(Br)ccc1O)c1c(C)[nH][nH]c1=O` as listed: 1.1	-5	-2	6	0	-8	53*	30*	0	-2
`O=C(c1ccccc1)c1ccc(-c2ccc(O)cc2)cc1` as listed: 0.5	1	0	-6	-4	-1	3	4	0	-3
`COc1ccc(-c2nc3cccc(C)n3c2NCC2CCCO2)cc1O` (stereo unspecified) as listed: -27	5	-1	0	1	-1	3	6	-5	2
